# Source: PubChem BioAssay (several laboratories)
# CHRM5 antagonist: human M5 muscarinic receptor antagonists, primary screen, CHO cells, Fluo-8 calcium fluorescence | Muscarinic acetylcholine receptor M5 (Homo sapiens), P08912 | CHO-hM5 cells, ACh EC80 | inhibition, % at 3 µM | hit rate 0.59% among 360,000 | AID 624040, 2012;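 active = inhibition above a per-plate cutoff, the mean of that plate's test compounds plus 3 SD, cut at about 27% in these data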;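 note: 0% = acetylcholine EC80 with DMSO and 100% = DMSO without agonist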
# Target sequence (P08912 whole entry, looked up): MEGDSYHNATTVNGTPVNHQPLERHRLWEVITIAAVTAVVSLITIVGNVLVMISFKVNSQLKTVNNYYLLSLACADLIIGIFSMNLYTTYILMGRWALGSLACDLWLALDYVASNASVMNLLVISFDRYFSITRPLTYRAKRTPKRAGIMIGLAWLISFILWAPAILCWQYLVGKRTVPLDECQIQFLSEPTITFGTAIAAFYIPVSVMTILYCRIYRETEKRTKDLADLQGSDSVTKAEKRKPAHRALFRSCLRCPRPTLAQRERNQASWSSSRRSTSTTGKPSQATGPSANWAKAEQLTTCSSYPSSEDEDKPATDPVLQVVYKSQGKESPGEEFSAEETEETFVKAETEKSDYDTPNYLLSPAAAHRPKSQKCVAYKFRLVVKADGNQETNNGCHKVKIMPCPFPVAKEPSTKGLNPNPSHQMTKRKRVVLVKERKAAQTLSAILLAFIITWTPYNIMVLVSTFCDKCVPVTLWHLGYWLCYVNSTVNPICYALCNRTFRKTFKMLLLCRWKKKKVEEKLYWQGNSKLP
# CHRM4 antagonist: human M4 muscarinic receptor antagonists, primary screen, CHO cells, Fluo-8 calcium fluorescence; Muscarinic acetylcholine receptor M4 (Homo sapiens), P08173; CHO-hM4 cells, ACh EC80; inhibition, % at 3 µM; hit rate 0.73% among 360,000; AID 624125, 2012;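 active = inhibition above its plate's cutoff, the mean inhibition of sample wells plus 3 SD, cut at about 27% in these data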;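 note: 0% = acetylcholine EC80 with DMSO and 100% = DMSO without agonist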
# CHRM5 agonist: human M5 muscarinic receptor agonists, primary screen, CHO-K1 cells, Fluo-8 calcium fluorescence; activation, % at 3 µM; CHO-K1 hM5 cells; 0% DMSO wells, 100% maximal acetylcholine response; hit rate 0.19% among 360,000; Muscarinic acetylcholine receptor M5 (Homo sapiens), P08912;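 active = activation above the run's mean over test compounds plus 3 SD, cut at about 23% in these data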;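 note: signal is peak over basal fluorescence ratio across the kinetic read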
# CHRM1 antagonist: human M1 muscarinic receptor antagonists, primary screen, CHO-K1 cells, Fluo-8 calcium fluorescence, 1536-well; CHO-K1 hM1, ACh EC80 antagonist; inhibition, % at 3 µM; hit rate 1.3% among 360,000;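 active = percent inhibition above its own plate's cutoff, namely the mean of that plate's compound wells plus 3 SD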;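 note: peak over basal fluorescence ratio during 140 s after agonist addition; 0% = ACh EC80 plus DMSO and 100% = DMSO alone without agonist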
# Target sequence (P11229 whole entry, looked up): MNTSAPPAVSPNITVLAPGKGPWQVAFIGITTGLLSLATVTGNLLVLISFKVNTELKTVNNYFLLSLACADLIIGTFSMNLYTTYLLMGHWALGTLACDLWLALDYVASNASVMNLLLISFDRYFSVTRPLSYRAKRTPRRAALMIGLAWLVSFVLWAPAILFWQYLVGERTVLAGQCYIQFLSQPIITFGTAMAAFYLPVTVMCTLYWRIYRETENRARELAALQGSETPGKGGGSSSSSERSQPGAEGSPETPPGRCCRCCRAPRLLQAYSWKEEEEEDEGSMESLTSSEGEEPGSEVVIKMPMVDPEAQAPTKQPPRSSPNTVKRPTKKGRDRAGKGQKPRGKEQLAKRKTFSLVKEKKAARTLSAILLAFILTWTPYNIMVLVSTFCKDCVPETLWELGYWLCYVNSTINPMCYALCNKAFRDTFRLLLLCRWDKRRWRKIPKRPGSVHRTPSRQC
# CHRM5 PAM: human M5 muscarinic receptor positive allosteric modulators, primary screen, CHO-K1 cells, Fluo-8 calcium fluorescence; activation, % at 3 µM; CHO-K1 hM5, ACh EC20 PAM; 0% = ACh EC20, 100% = ACh EC100; AID 624038, 2012; hit rate 0.3% among 360,000;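 active = activation above the run cutoff, the mean activation of all test compounds plus 3 SD, cut at about 18% in these data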
#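 Measured by: Fluo-8 calcium fluorescence; material: human M5 receptor in CHO-K1 cells; schedule: Post-acetylcholine fluorescence recording 140 s; benchmarks: low control EC20 acetylcholine (0%), high control EC100 acetylcholine (100%); read-out: Max/basal fluorescence ratio as % of EC20–EC100 ACh window; compound: single dose, 3 µM nominal final test concentration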
# M1 PAM: human M1 muscarinic receptor positive allosteric modulators, primary screen, CHO-K1 cells, Fluo-8 calcium fluorescence, 1536-well; hit rate 0.088% among 360,000; activation, % at 3 µM; CHO-K1 hM1, ACh EC20; 0% = ACh EC20, 100% = maximal ACh; AID 588819, 2011; in the data active = activation above about 19%, passing the limit was not always enough
# M4 ag: human M4 muscarinic receptor agonists, primary screen, CHO-K1 cells, Fluo-8 calcium fluorescence; Muscarinic acetylcholine receptor M4 (Homo sapiens), P08173; CHO-K1 hM4/Gqi5; vehicle 0%, full acetylcholine response 100%; activation, % at 3 µM; hit rate 0.14% among 360,000;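 active = activation above the run mean over all test wells plus 3 SD, cut at about 32% in these data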;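 note: peak over basal fluorescence ratio per well then scaled between controls; 0% = DMSO wells and 100% = acetylcholine at EC100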
# M4 PAM: human M4 muscarinic receptor positive allosteric modulators, primary screen, CHO-K1 cells, Fluo-8 calcium fluorescence; CHO-K1 hM4/Gqi5, ACh EC20; 0% = ACh EC20, 100% = maximal ACh; activation, % at 3 µM; Muscarinic acetylcholine receptor M4 (Homo sapiens), P08173; hit rate 0.4% among 360,000;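 active = activation above its plate's cutoff, the mean activation of sample wells plus 3 SD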; note: some results filed as inactive read as strong as hits
# CRFBP-R2 agonist: agonists of CRF-BP/CRF-R2 complex, primary screen, cell-based, HEK293, calcium dye fluorescence, uHTS; CRF-binding protein / CRF receptor 2 complex (human); calcium dye fluorescence (FLIPR); percent of saturating CRF peptide response; activation, % at 13.2 µM; hit rate 0.46% among 350,000; AID 588473, 2011;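 active = activation of at least 50%, plus an integration ratio under a set limit after plate pattern correction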;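 note: plate controls were neutral control wells without compound for no effect and CRF at EC100 for full effect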
# Starred values were filed as active, the others as inactive; / = no result given. This is a random part of the collection. Share with any hit: about 2.8%.
SMILES,CHRM5 antagonist,CHRM4 antagonist,CHRM5 agonist,CHRM1 antagonist,CHRM5 PAM,M1 PAM,M4 ag,M4 PAM,CRFBP-R2 agonist
O=C1CCC(=O)N(O)CCCCCNC(=O)CCC(=O)N(O)CCCCCNC(=O)CCC(=O)N(O)CCCCCN1,3,-13,2,-4,-4,2,-1,1,0.2
Cn1c(SCC(=O)Nc2ccccc2Br)nnc1-c1cnccn1,14,-2,-5,-7,-4,3,0,1,0.1
COc1ccc(NC(=O)COC(=O)CCCc2c[nH]c3ccccc23)cc1OC,15,14,4,3,-11,-6,13,-16,-1.6
CCC(CC)NC(=O)C1CCN(c2ccc(S(=O)(=O)N3CCOCC3)cc2[N+](=O)[O-])CC1,11,6,1,25,2,-8,0,-2,-0.3
O=C(Nc1ccccc1Sc1ccccc1)c1ccccc1,-9,-6,-4,-13,7,8,-2,1,3.0
C=CCOC(=O)C1=C(C)Nc2nc3ccccc3n2C1c1ccncc1 (stereo not drawn),2,13,-7,-1,-7,4,1,-7,-3.3
C=CCn1c(SCC(=O)c2cccs2)nc2sc(CC)cc2c1=O,17,15,1,17,-10,-12,7,-7,-0.1
Clc1ccccc1OCCCCn1ccnc1,-2,0,-10,6,-5,-13,3,1,-1.8
CC(C)N(Cc1nnc(-c2ccc(Cl)cc2)o1)C(=O)c1cc2ccccc2o1,12,6,-5,12,-8,-7,6,1,-2.4
O=C1CCCCC1(c1ccccc1)c1ccccc1,8,1,-10,-6,3,-2,0,-5,-2.3
Cc1cccc(C)c1NC(=O)/C(C#N)=C/c1ccc(-c2ccc(C(=O)O)cc2)o1,3,-2,-2,-16,-1,7,1,3,2.4
CCOc1ccccc1NC(=O)CSc1nnc(CNC(=O)c2cccs2)o1,12,1,-2,-14,-1,9,0,7,-0.1
O=C(O)CSc1cc(NS(=O)(=O)c2cccc([N+](=O)[O-])c2)c2ccccc2c1O,2,18,1,-15,16,2,3,2,-0.5
O=C(Nc1ccc(CN2CCOCC2)cc1)c1ccc(F)cc1,-10,-1,1,-15,7,5,1,0,1.3
CCS(=O)c1ccccc1C(=O)OCC(=O)Nc1ccc2ccccc2c1 (stereo not drawn),6,-4,2,-8,-13,-3,16,-3,-0.2

# Looked up above:
# COc1ccc(NC(=O)COC(=O)CCCc2c[nH]c3ccccc23)cc1OC @ CHRM5 antagonist = 15
# O=C(Nc1ccccc1Sc1ccccc1)c1ccccc1 @ M4 ag = -2
# CCOc1ccccc1NC(=O)CSc1nnc(CNC(=O)c2cccs2)o1 @ M4 ag = 0

# (listing goes on)
SMILES,CHRM5 antagonist,CHRM4 antagonist,CHRM5 agonist,CHRM1 antagonist,CHRM5 PAM,M1 PAM,M4 ag,M4 PAM,CRFBP-R2 agonist
COCCNC(=O)C1(C)CCCN(Cc2sc(C)nc2C)C1 (stereo not drawn),8,0,0,3,-1,-2,0,3,/
COc1c(F)c(F)c(C(=O)Nc2ccccc2N2CCN(C(=O)C(C)C)CC2)c(F)c1F,27,-7,2,-7,31*,7,3,2,-0.3
O=C(COC(=O)c1ccc(S(=O)(=O)NCc2ccco2)cc1)NCc1ccc(F)cc1,-3,-4,3,0,-2,5,5,4,0.2
O=C(CNC(=O)c1ccc(Cl)cc1Cl)NCCCn1ccnc1,-2,-2,-1,-1,-2,2,0,1,-0.7
Brc1cccc(OCCN2CCOCC2)c1,8,-3,-4,-18,-3,13,1,0,-0.3
COCOCCn1cc(CN2CCS(=O)(=O)N(Cc3ccc(-c4cccc(CO)c4)cc3)C(C)C2=O)nn1 (stereo not drawn),1,-6,1,3,-1,-2,0,1,-0.9
COc1ccc(NC(=O)CS(=O)(=O)c2ccccc2Cl)cc1,-1,14,0,-20,0,14,1,3,0.5
O=C(Nc1cccc(Cl)c1)c1cc(S(=O)(=O)NCCc2ccc(Cl)cc2)ccc1F,0,-3,-3,1,-6,1,2,-8,17
COc1ccc(N2CCN(C(=O)c3ccc(CSc4ccccc4)cc3)CC2)cc1,-2,-7,-2,-7,2,7,1,0,1.1
C=CCN(CC=C)CC(=O)Nc1ccc(S(N)(=O)=O)cc1,-6,-13,-3,-4,-1,5,0,13,-1.5
Cc1ccc(NC(=O)CN2C(=O)NC3(CCCC3)C2=O)nc1,-5,-9,-1,-15,2,3,0,-1,1.3
COCCn1ccc2c(OCC(=O)Nc3cc(OC)ccc3OC)cccc2c1=O,2,4,-2,6,-17,-1,8,-1,0.0
CCc1ccc(C(=O)NNC(=O)c2cccc(N3C(=O)CCC3=O)c2)cc1,4,2,1,0,7,0,0,1,-0.3
CCn1cc(-c2n[nH]c(=S)n2-c2ccc(C)cc2Br)c(=O)c2ccc(C)nc21,-3,0,6,-9,2,3,0,-6,-2.0
COc1ccc(N(CC(=O)NC2CCCCC2)C(=O)CNC(=O)c2cccs2)cc1OC,11,-2,-2,-8,-2,11,1,0,-0.2
CS(=O)(=O)c1ccc2c(c1)sc1nc(=O)c(/C=C3/C=CC(=O)C(O)=C3)c(N)n12,-9,-9,2,17,-2,-5,1,0,28
O=C(NC1CCCC1)C(c1cccnc1)N(CCc1ccccc1)C(=O)c1ccco1 (stereo not drawn),3,-2,0,-6,1,11,3,1,-0.5
O=C(NCc1ccccc1)C1C(c2ccc3c(c2)OCO3)=Nc2ccccc2N1C(=O)c1ccccc1 (stereo not drawn),2,-11,-2,/,-2,/,2,11,/
COc1ccc(CCn2nnnc2C(c2ccc(Cl)cc2)N2CCN(C)CC2)cc1OC (stereo not drawn),-3,-9,-4,1,3,3,1,1,0.8
Cc1ccccc1C(=O)Nc1cccc(NC(=S)NC(=O)c2cccs2)c1,6,2,-1,-3,-4,1,2,11,6.9
CCOc1ccc2oc(C(=O)OCC(=O)NCc3ccc(OC)cc3)c(C)c2c1,19,10,-2,2,-6,-2,6,-1,1.3
CC(C)CC1c2[nH]c3ccccc3c2CCN1C(=O)C1CCOCC1 (stereo not drawn),-7,3,4,5,-9,-1,7,-3,0.7
COc1ccc(NC(=S)Nc2ncccc2C)cc1OC,16,8,-6,-1,-10,0,1,-8,-4.2
CN(C(=O)c1ccco1)c1nnc(-c2ccc(F)cc2)s1,2,-12,0,5,-6,-7,6,11,1.4
O=C(NCCc1ccccc1Cl)C1CCC(=O)N(Cc2cccc(C(F)(F)F)c2)C1 (stereo not drawn),5,-10,-3,-4,-7,7,4,5,-0.7
CCOC(=O)C1CCN(Cc2ccc(C(=O)OC)cc2)CC1,3,16,-7,67*,-4,-20,1,-11,-0.1
CC(=O)Nc1ccc(S(=O)(=O)NCC2CCC(C(=O)NC(C)c3ccccc3)CC2)cc1 (stereo not drawn),4,-4,1,-15,5,11,3,5,-1.6
COc1cccc(CNc2nc3ccccc3n2CCN2CCCCC2)c1OC,-13,-15,-7,-23,8,1,3,1,2.1
CC1=C(C(=O)N(C)C)CC(CC(=O)NCCCCc2ccccc2)C(=O)N1Cc1ccccc1 (stereo not drawn),-3,-12,0,-15,1,-1,1,-3,0.1
O=C1CCCN1CCCNc1ccc(S(=O)(=O)N2CCCCC2)cn1,-4,-5,-2,3,4,3,1,19,-1.5

# An excerpt of these results, with each value named.
molecule: CS(=O)(=O)c1ccc2c(c1)sc1nc(=O)c(/C=C3/C=CC(=O)C(O)=C3)c(N)n12
  CHRM5 antagonist: -9
  CHRM4 antagonist: -9
  CHRM5 agonist: 2
  CHRM1 antagonist: 17
  CHRM5 PAM: -2
  M1 PAM: -5
  M4 ag: 1
  M4 PAM: 0
  CRFBP-R2 agonist: 28

molecule: O=C(NC1CCCC1)C(c1cccnc1)N(CCc1ccccc1)C(=O)c1ccco1 (stereo not drawn)
  CHRM5 antagonist: 3
  CHRM4 antagonist: -2
  CHRM5 agonist: 0
  CHRM1 antagonist: -6
  CHRM5 PAM: 1
  M1 PAM: 11
  M4 ag: 3
  M4 PAM: 1
  CRFBP-R2 agonist: -0.5

# Additional compounds follow.
SMILES,CHRM5 antagonist,CHRM4 antagonist,CHRM5 agonist,CHRM1 antagonist,CHRM5 PAM,M1 PAM,M4 ag,M4 PAM,CRFBP-R2 agonist
Cc1cc(C)c2oc(=O)cc(CN3CCOCC3)c2c1,-5,11,1,-17,7,13,1,-4,4.9
Cc1cccc(-c2cnc(C(O)c3cc(C)cc(C)c3)[nH]2)c1 (stereo not drawn),0,11,8,8,0,-9,3,-7,/
CN1C(=O)C(O)(CC(=O)c2ccncc2)c2ccccc21 (stereo not drawn),-6,-9,-1,-1,17,2,2,19*,-1.3
Cc1ccccc1NC(=S)N1CCCC(c2nc3ccccc3[nH]2)C1 (stereo not drawn),4,-3,-7,-12,6,10,1,-6,1.2
CCOC(=O)c1c(-c2ccccc2)csc1NC(=S)NC(=O)c1ccccc1,8,4,-4,-9,-4,10,0,-1,1.1
O=C(Nc1ccnn1C1CCN(C2CCCCC2)CC1)c1cccc(F)c1,19,3,-9,-4,-8,2,-1,-4,3.4
O=C1C=C(NCc2ccc(Cl)cc2Cl)C2(CCCCC2)O1,3,-14,1,-4,-9,2,10,-7,1.1
CCCCN1C(=O)C(CC(=O)NC(c2ccccc2)c2ccccc2)CC(C(=O)N(C)C)=C1C (stereo not drawn),-1,2,2,-16,1,7,0,12,-0.1
Cc1ccc(OCCNC(=O)Cn2cnc3c(=O)n(C)c(=O)n(C)c32)cc1C,3,16,-3,1,-7,-5,2,5,1.2
O=C(CNC(=O)c1cccc(Br)c1)N/N=C/c1cccnc1,16,1,-3,-26,-2,11,3,1,-2.0
O=CN(CCNc1ccccc1)c1ccccc1,-13,-18,-6,-10,11,12,1,6,1.7
CN(c1ccccc1)S(=O)(=O)c1cc(C(=O)OCC(=O)c2c(N)n(C)c(=O)n(C)c2=O)ccc1Cl,12,9,-7,20,-19,-14,16,-8,-1.4
Cc1cc(C)n2nc(C(=O)Nc3cccnc3)nc2n1,14,-12,-2,-21,5,-3,1,5,0.3

# In the list so far, 6 contain an aryl thioether with sulfur outside any ring:
SMILES,CHRM5 antagonist,CHRM4 antagonist,CHRM5 agonist,CHRM1 antagonist,CHRM5 PAM,M1 PAM,M4 ag,M4 PAM,CRFBP-R2 agonist
Cn1c(SCC(=O)Nc2ccccc2Br)nnc1-c1cnccn1,14,-2,-5,-7,-4,3,0,1,0.1
O=C(Nc1ccccc1Sc1ccccc1)c1ccccc1,-9,-6,-4,-13,7,8,-2,1,3.0
C=CCn1c(SCC(=O)c2cccs2)nc2sc(CC)cc2c1=O,17,15,1,17,-10,-12,7,-7,-0.1
CCOc1ccccc1NC(=O)CSc1nnc(CNC(=O)c2cccs2)o1,12,1,-2,-14,-1,9,0,7,-0.1
O=C(O)CSc1cc(NS(=O)(=O)c2cccc([N+](=O)[O-])c2)c2ccccc2c1O,2,18,1,-15,16,2,3,2,-0.5
COc1ccc(N2CCN(C(=O)c3ccc(CSc4ccccc4)cc3)CC2)cc1,-2,-7,-2,-7,2,7,1,0,1.1
